Bim-Bcl-XL – disrupts Bim peptide binding to human Bcl-XL; Q07817; bead flow cytometry, fluorescence; inhibition, % at 10 µM; hit rate 0.04% among 190,000
ABCG2 inh – human ABCG2 inhibition, ABCB1 as counter-screen; Q9UNQ0; IgMXP3 cells, JC-1 efflux, flow cytometry; inhibition, % at 6.6 µM; hit rate 0.1% among 190,000;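 active = inhibition above 80%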;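 also: 0% = DMSO and 100% = nicardipine control wells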
Target sequence (Q9UNQ0 whole entry, looked up): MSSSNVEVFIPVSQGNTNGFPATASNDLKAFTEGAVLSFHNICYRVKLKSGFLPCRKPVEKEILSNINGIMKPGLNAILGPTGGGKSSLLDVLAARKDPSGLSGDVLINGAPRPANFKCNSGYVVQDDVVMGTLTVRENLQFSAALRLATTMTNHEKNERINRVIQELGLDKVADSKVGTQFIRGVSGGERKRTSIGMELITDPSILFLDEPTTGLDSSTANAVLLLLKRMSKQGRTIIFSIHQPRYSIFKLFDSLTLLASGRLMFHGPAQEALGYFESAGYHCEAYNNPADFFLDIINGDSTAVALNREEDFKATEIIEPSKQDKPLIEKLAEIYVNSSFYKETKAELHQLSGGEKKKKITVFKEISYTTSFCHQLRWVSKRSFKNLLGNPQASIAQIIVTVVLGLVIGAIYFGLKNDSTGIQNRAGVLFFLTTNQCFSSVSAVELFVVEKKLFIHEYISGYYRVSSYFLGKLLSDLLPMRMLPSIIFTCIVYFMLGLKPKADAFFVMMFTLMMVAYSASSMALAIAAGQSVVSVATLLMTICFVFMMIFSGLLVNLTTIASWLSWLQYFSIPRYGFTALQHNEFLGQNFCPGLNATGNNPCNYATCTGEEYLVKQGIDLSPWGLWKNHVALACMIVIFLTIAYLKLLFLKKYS
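Incubation: cells with compound and JC-1, 10 min at 25 °C, rotating, no wash / Test system: IgMXP3 (ABCG2) plus far-red-tagged CCRF-Adr (ABCB1) cells / Compound dosing: one concentration, 6.6 µM final / Also added: JC-1 fluorescent substrate / Evaluation: efflux inhibition in percent versus controls / Detection: flow cytometry, 530 nm JC-1 signal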
ABCB1 inh – inhibitors of human ABCB1 transporter, ABCG2 counter-screen | CCRF-Adr cells, JC-1 efflux, flow cytometry | hit rate 0.067% among 190,000 | inhibition, % at 6.6 µM | P08183; in the data active = inhibition above about 40%;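 also: 0% = vehicle and 100% = reference inhibitor; higher value means more JC-1 retained so stronger ABCB1 efflux block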
RGS7-Gao reg – modulates binding of RGS7 to human Galphao | P09471 | binding response (% of control), % at 10 µM | hit rate 0.35% among 220,000 | Multiplexed bead flow cytometry; actives lie on both sides; in the data active = binding response below about 49% or above about 150%; inconclusive = no clear call, values can overlap the other calls; inactive = in between;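 also: fluorescent Galphao held in activated GDP-AlF4 state binding bead-coupled RGS7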
Bim-Bcl-B – disrupts Bim peptide binding to human Bcl-B; Q9HD36; bead-based flow cytometry; inhibition, % at 10 µM; hit rate 0.073% among 190,000;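 also: 0% = tracer peptide without compound and 100% = reference inhibitor peptide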
Target sequence (Q9HD36 whole entry, looked up): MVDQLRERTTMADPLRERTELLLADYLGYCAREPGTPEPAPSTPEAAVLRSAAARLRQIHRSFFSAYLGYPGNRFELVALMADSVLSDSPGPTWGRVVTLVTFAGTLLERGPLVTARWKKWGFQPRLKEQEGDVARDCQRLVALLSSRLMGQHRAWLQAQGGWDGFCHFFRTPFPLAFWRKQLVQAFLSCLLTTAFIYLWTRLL
RGS4-Gao reg – human RGS4-Galphao interaction regulation | hit rate 0.33% among 220,000 | Multiplexed bead flow cytometry, RGS4-Galphao binding; actives lie on both sides | P09471 | binding response (% of control), % at 10 µM; in the data active = binding response below about 49% or above about 150%; inactive = in between;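 also: fluorescent Galphao activated with aluminum fluoride binding bead-coupled RGS4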
GSH fluor – compound fluoresces at 488/530 nm on GSH beads. GSH beads flow cytometry, compound fluorescence 488/530 nm; active compounds read high. fluorescence (KMESF) at 10 µM. hit rate 0.25% among 190,000; in the data active = fluorescence above about 89;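 also: glutathione beads carrying GST-tagged Bcl family fusion proteins plus one bare bead set; values are compound well signal with DMSO vehicle wells as background; inactives centre near 16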
Bcl-2 Bim block – disrupts Bim peptide binding to human Bcl-2 | P10415 | Bead-based flow cytometry, Bim peptide-Bcl-2 binding | inhibition, % at 10 µM | hit rate 0.06% among 190,000; in the data active = inhibition above about 40%; inconclusive = no clear call, values can overlap the other calls;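 also: 0% = no compound wells with probe peptide and 100% = reference peptide inhibitor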
Avidin fluor – compound fluoresces at 488/530 nm on avidin beads; fluorescence (KMESF) at 10 µM; hit rate 0.38% among 220,000; compound fluorescence 488/530 nm, flow cytometry; active compounds read high; in the data active = fluorescence above about 47; also: inactives centre near 10
Bim-Bfl-1 – human Bim-Bfl-1 interaction inhibition; Q16548; hit rate 0.12% among 190,000; Bead-based flow cytometry, Bim-Bfl-1 binding inhibition; inhibition, % at 10 µM;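 also: 0% = wells without compound plus tracer and 100% = blocker peptide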
Bcl-W Bim block – inhibitors of Bim-Bcl-W interaction, human; Q92843; bead-based flow cytometry, Bim peptide-Bcl-W binding; inhibition, % at 10 µM; hit rate 0.02% among 190,000; AID 952;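 also: 0% = bound tracer without compound and 100% = peptide blocker; higher means less fluorescent Bim peptide bound to Bcl-W beads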
Target sequence (Q92843 whole entry, looked up): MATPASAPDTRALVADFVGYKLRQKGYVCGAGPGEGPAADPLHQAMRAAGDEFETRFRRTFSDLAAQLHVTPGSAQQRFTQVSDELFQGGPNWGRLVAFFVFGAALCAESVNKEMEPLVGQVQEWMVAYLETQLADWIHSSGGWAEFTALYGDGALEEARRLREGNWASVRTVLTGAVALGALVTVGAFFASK
An asterisk follows results filed as active. Rule as the data show it, unless noted: active = inhibition above about 40%.

O=C1c2sc3nc4ccccc4n3c2C(=O)N1c1ccccc1Cl was read as Bim-Bcl-XL -14, ABCG2 inh 10, ABCB1 inh -0.4, RGS7-Gao reg 97, Bim-Bcl-B -15, RGS4-Gao reg 98, GSH fluor 27, Bcl-2 Bim block -12, Avidin fluor 9, Bim-Bfl-1 -25 and Bcl-W Bim block -10.
Screening O=C(Cc1ncn[nH]1)NCCc1ccccc1 returned Bim-Bcl-XL -6, ABCG2 inh 0, ABCB1 inh -0.1, RGS7-Gao reg 79, Bim-Bcl-B -5, RGS4-Gao reg 81, GSH fluor 25, Bcl-2 Bim block -7, Avidin fluor 4, Bim-Bfl-1 -7 and Bcl-W Bim block -2.
Screening CCN(CC)S(=O)(=O)c1cc(Br)c(C)cc1OC returned Bim-Bcl-XL -17, ABCG2 inh 3, ABCB1 inh 0.1, RGS7-Gao reg 101, Bim-Bcl-B -10, RGS4-Gao reg 100, GSH fluor 32, Bcl-2 Bim block -12, Avidin fluor 13, Bim-Bfl-1 -16 and Bcl-W Bim block -2.
For O=C(CCN1C(=O)/C(=C/c2ccc(F)cc2)SC1=S)NNC(=O)c1cccnc1 the results were Bim-Bcl-XL 0, ABCG2 inh -3, ABCB1 inh -0.5, RGS7-Gao reg 92, Bim-Bcl-B 3, RGS4-Gao reg 91, GSH fluor 16, Bcl-2 Bim block 0, Avidin fluor 7, Bim-Bfl-1 2 and Bcl-W Bim block -2.
For OCCN1CCN(C(=S)Nc2ccc(SC(F)F)cc2)CC1 the results were Bim-Bcl-XL -2, ABCG2 inh 0, ABCB1 inh -0.6, RGS7-Gao reg 97, Bim-Bcl-B -9, RGS4-Gao reg 101, GSH fluor 12, Bcl-2 Bim block -3, Avidin fluor 10, Bim-Bfl-1 -2 and Bcl-W Bim block 0.
For O=C(CN1CCN(Cc2ccc3c(c2)OCO3)CC1)Nc1ccc2c(c1)OCO2 the results were Bim-Bcl-XL -16, ABCG2 inh -4, ABCB1 inh -3.0, RGS7-Gao reg 103, Bim-Bcl-B -9, RGS4-Gao reg 104, GSH fluor 36, Bcl-2 Bim block -5, Avidin fluor 5, Bim-Bfl-1 -8 and Bcl-W Bim block -4.
For C=CCOC(=O)CCC(=O)Nc1cc(OC)nc(OC)n1 the results were Bim-Bcl-XL 8, ABCG2 inh 6, ABCB1 inh 0.5, RGS7-Gao reg 103, Bim-Bcl-B -8, RGS4-Gao reg 101, GSH fluor 23, Bcl-2 Bim block -3, Avidin fluor 11, Bim-Bfl-1 -5 and Bcl-W Bim block -1.
CCc1nnc(NC(=O)CC(=O)Nc2ccccc2C(=O)O)s1 was read as Bim-Bcl-XL 0, ABCG2 inh -1, ABCB1 inh 0.1, Bim-Bcl-B -8, GSH fluor 45, Bcl-2 Bim block -7, Bim-Bfl-1 -9 and Bcl-W Bim block 2.
For COC(=O)c1ccc(NC(=S)N2CCN(Cc3ccccc3)CC2)cc1 the results were Bim-Bcl-XL -5, ABCG2 inh 0, ABCB1 inh 0.2, RGS7-Gao reg 98, Bim-Bcl-B -12, RGS4-Gao reg 101, GSH fluor 29, Bcl-2 Bim block 2, Avidin fluor 18, Bim-Bfl-1 3 and Bcl-W Bim block -3.
For Cc1ccc(/C=C(\C#N)C(=O)NCc2ccco2)o1 the results were Bim-Bcl-XL -1, ABCG2 inh 2, ABCB1 inh 0.5, RGS7-Gao reg 103, Bim-Bcl-B -5, RGS4-Gao reg 102, GSH fluor 18, Bcl-2 Bim block 0, Avidin fluor 6, Bim-Bfl-1 -3 and Bcl-W Bim block 1.
For CC(C)(C)c1ccc(N2C(=O)Cc3c2nc(N)c(C#N)c3N)cc1 the results were Bim-Bcl-XL -1, ABCG2 inh 14, ABCB1 inh 0.7, RGS7-Gao reg 99, Bim-Bcl-B 0, RGS4-Gao reg 101, GSH fluor 9, Bcl-2 Bim block -1, Avidin fluor 36, Bim-Bfl-1 0 and Bcl-W Bim block 1.
For COc1ccc(S(=O)(=O)NCCc2csc(C)n2)cc1C the results were Bim-Bcl-XL 0, ABCG2 inh 1, ABCB1 inh 0.6, RGS7-Gao reg 100, Bim-Bcl-B -4, RGS4-Gao reg 104, GSH fluor 15, Bcl-2 Bim block -2, Avidin fluor 23, Bim-Bfl-1 -7 and Bcl-W Bim block 1.
`Cc1cc(OCC(=O)Nc2ccncc2)cc(C)c1Br` gave Bim-Bcl-XL -3, ABCG2 inh 3, ABCB1 inh 0.4, RGS7-Gao reg 107, Bim-Bcl-B -4, RGS4-Gao reg 109, GSH fluor 12, Bcl-2 Bim block -6, Bim-Bfl-1 -2 and Bcl-W Bim block -1.
`COc1ccccc1N1CCN(S(=O)(=O)c2cccs2)CC1` gave Bim-Bcl-XL -4, ABCG2 inh 1, ABCB1 inh 0.5, RGS7-Gao reg 95, Bim-Bcl-B -6, RGS4-Gao reg 96, GSH fluor 17, Bcl-2 Bim block -7, Avidin fluor 7, Bim-Bfl-1 -8 and Bcl-W Bim block 0.
C=CCC(CC=C)(NC(=O)c1ccccc1C(=O)O)c1ccccc1 was read as Bim-Bcl-XL -6, ABCG2 inh 2, ABCB1 inh 0.7, RGS7-Gao reg 107, Bim-Bcl-B -9, RGS4-Gao reg 107, GSH fluor 7, Bcl-2 Bim block -5, Avidin fluor 15, Bim-Bfl-1 -2 and Bcl-W Bim block -4.

Looked up one by one from above (two):
C=CCC(CC=C)(NC(=O)c1ccccc1C(=O)O)c1ccccc1 was read as Bim-Bcl-XL -6, ABCG2 inh 2, ABCB1 inh 0.7, RGS7-Gao reg 107, Bim-Bcl-B -9, RGS4-Gao reg 107, GSH fluor 7, Bcl-2 Bim block -5, Avidin fluor 15, Bim-Bfl-1 -2 and Bcl-W Bim block -4.
Screening CCN(CC)S(=O)(=O)c1cc(Br)c(C)cc1OC returned Bim-Bcl-XL -17, ABCG2 inh 3, ABCB1 inh 0.1, RGS7-Gao reg 101, Bim-Bcl-B -10, RGS4-Gao reg 100, GSH fluor 32, Bcl-2 Bim block -12, Avidin fluor 13, Bim-Bfl-1 -16 and Bcl-W Bim block -2.

New compounds follow.
N#Cc1cccn1-c1nccc(-c2cccs2)n1 was read as Bim-Bcl-XL 0, ABCG2 inh 13, ABCB1 inh 0.5, RGS7-Gao reg inconclusive, Bim-Bcl-B -2, RGS4-Gao reg 101, GSH fluor 11, Bcl-2 Bim block 2, Avidin fluor 10, Bim-Bfl-1 -4 and Bcl-W Bim block 0.
Brc1ccc(COn2ccnc2)cc1 was read as Bim-Bcl-XL -1, ABCG2 inh 12, ABCB1 inh 1.4, RGS7-Gao reg 102, Bim-Bcl-B 0, RGS4-Gao reg 104, GSH fluor 11, Bcl-2 Bim block -2, Avidin fluor 4, Bim-Bfl-1 2 and Bcl-W Bim block 0.
`O=C(CSc1ccccc1C(=O)O)NCC1CCCCC1` gave Bim-Bcl-XL -2, ABCG2 inh 9, ABCB1 inh 1.7, RGS7-Gao reg 103, Bim-Bcl-B -2, RGS4-Gao reg 104, GSH fluor 21, Bcl-2 Bim block -1, Avidin fluor 10, Bim-Bfl-1 -5 and Bcl-W Bim block -2.
Cc1nc2ccc(NC(=O)c3cccs3)cc2c(=O)n1Cc1ccc(Cl)cc1 was read as Bim-Bcl-XL -2, ABCG2 inh -1, ABCB1 inh -0.1, RGS7-Gao reg 99, Bim-Bcl-B 0, RGS4-Gao reg 101, GSH fluor 17, Bcl-2 Bim block -3, Avidin fluor 25, Bim-Bfl-1 0 and Bcl-W Bim block -2.
For CCOC(=O)c1cc2sccc2n1CC(=O)Nc1ccc(OC)c(OC)c1 the results were Bim-Bcl-XL -3, ABCG2 inh 29, ABCB1 inh 2.6, RGS7-Gao reg 99, Bim-Bcl-B -13, RGS4-Gao reg 98, GSH fluor 13, Bcl-2 Bim block -11, Avidin fluor 6, Bim-Bfl-1 -10 and Bcl-W Bim block 0.
`CCOC(=O)CSc1nnc(Cn2c(=O)sc3ccccc32)n1C` gave Bim-Bcl-XL -5, ABCG2 inh -1, ABCB1 inh -2.2, RGS7-Gao reg 104, Bim-Bcl-B -4, RGS4-Gao reg 102, GSH fluor 19, Bcl-2 Bim block -6, Avidin fluor 9, Bim-Bfl-1 -7 and Bcl-W Bim block 1.
For COC(=O)c1ccc(C2Nc3cccc4cccc(c34)N2)cc1 the results were Bim-Bcl-XL -1, ABCG2 inh -1, ABCB1 inh 0.1, RGS7-Gao reg 95, Bim-Bcl-B -1, RGS4-Gao reg 91, GSH fluor 12, Bcl-2 Bim block 5, Avidin fluor 19, Bim-Bfl-1 5 and Bcl-W Bim block 4.
O=C(N/N=C/c1ccc([N+](=O)[O-])o1)C1CC1 was read as Bim-Bcl-XL -3, ABCG2 inh 3, ABCB1 inh 0.0, RGS7-Gao reg 103, Bim-Bcl-B -1, RGS4-Gao reg 104, GSH fluor 73, Bcl-2 Bim block -1, Avidin fluor 14, Bim-Bfl-1 0 and Bcl-W Bim block 0.
Screening CCOc1cc(CNCc2ccccn2)cc(Cl)c1OC returned Bim-Bcl-XL 0, ABCG2 inh 1, ABCB1 inh 0.3, RGS7-Gao reg 112, Bim-Bcl-B -1, RGS4-Gao reg 101, GSH fluor 24, Bcl-2 Bim block 1, Avidin fluor 7, Bim-Bfl-1 -7 and Bcl-W Bim block -2.
Screening Cc1cc(C)nc(NC(=O)COc2cc(Cl)cc(Cl)c2)n1 returned Bim-Bcl-XL -5, ABCG2 inh 3, ABCB1 inh 0.2, RGS7-Gao reg 100, Bim-Bcl-B -5, RGS4-Gao reg 100, GSH fluor 31, Bcl-2 Bim block -9, Avidin fluor 6, Bim-Bfl-1 -12 and Bcl-W Bim block 3.
Screening O=C(NC(=S)Nc1ccc(CN2CCCCC2)cc1)c1ccco1 returned Bim-Bcl-XL -2, ABCG2 inh 0, ABCB1 inh 0.5, RGS7-Gao reg 87, Bim-Bcl-B -6, RGS4-Gao reg 103, GSH fluor 15, Bcl-2 Bim block 0, Avidin fluor 8, Bim-Bfl-1 -2 and Bcl-W Bim block 1.
Screening Cc1ccc(/C=N\NC(=O)COc2ccc(C)cc2[N+](=O)[O-])cc1 returned Bim-Bcl-XL -4, ABCG2 inh 1, ABCB1 inh -0.4, RGS7-Gao reg 99, Bim-Bcl-B -1, RGS4-Gao reg 101, GSH fluor 10, Bcl-2 Bim block 1, Avidin fluor 3, Bim-Bfl-1 -4 and Bcl-W Bim block -7.
Screening COc1cc2c(cc1OC)C(SC)=NC1(CCCC1)C2 returned Bim-Bcl-XL -2, ABCG2 inh 1, ABCB1 inh 0.5, RGS7-Gao reg 102, Bim-Bcl-B -1, RGS4-Gao reg 98, GSH fluor 30, Bcl-2 Bim block 0, Avidin fluor 11, Bim-Bfl-1 -8 and Bcl-W Bim block -1.
For Cc1ccc(-c2nn(C)c(=O)c3ccccc23)cc1S(=O)(=O)N1CCCC1 the results were Bim-Bcl-XL -8, ABCG2 inh 1, ABCB1 inh 0.3, RGS7-Gao reg 95, Bim-Bcl-B -6, RGS4-Gao reg 99, GSH fluor 20, Bcl-2 Bim block -6, Avidin fluor 7, Bim-Bfl-1 -10 and Bcl-W Bim block -2.
O=C(CC(c1ccccc1)c1cc(Cl)ccc1O)N1CCOCC1 (stereo unspecified) was read as Bim-Bcl-XL -15, ABCG2 inh 3, ABCB1 inh 1.0, RGS7-Gao reg 86, Bim-Bcl-B 0, RGS4-Gao reg 79, GSH fluor 34, Bcl-2 Bim block -3, Avidin fluor 4, Bim-Bfl-1 -2 and Bcl-W Bim block -3.
